Source: PubChem BioAssay
HSP90 refold inh = HSP90 inhibitors, primary screen, cell lysate, luminescence; hit rate 0.91% among 290,000; Heat shock protein HSP 90 (rabbit reticulocyte lysate; luciferase refolding); inhibition, % at 5.6 µM; Rabbit reticulocyte lysate, luciferase refolding luminescence, 3 h; AID 1789, 2009;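 active = inhibition above the screen-wide mean plus 3 SD, computed separately per campaign, cut at about 16% in these data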;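 note: 0% = DMSO wells and 100% = 60 µM geldanamycin wells; inhibitors lower the luminescence because luciferase stays unfolded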
AI-2 QS mod = Vibrio harveyi AI-2 quorum sensing modulators, primary screen, JMH597 strain, luminescence/OD600 ratio; activity change, % at 7.5 µM; AID 2094, 2009; Vibrio harveyi JMH597 AI-2 luminescence/OD600 ratio, 9 h; stronger effect = lower value; strain lacks LuxN and CqsS sensors; 0 = neutral-control median; hit rate 0.4% among 300,000; in the data active = activity change below about -75%, passing the limit was not always enough; inconclusive = no clear call, values can overlap the other calls;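 note: luminescence divided by OD600 gain over 9 h not by final OD600 alone; inactives centre near 13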
HSF-1 act = HSF-1 activators, primary screen, NIH3T3-HGL cells, MG132 stress, luminescence, single point; NIH3T3-HGL HSF-1 luciferase reporter, 8 h; 100% = twice DMSO control signal; activation, % at 9 µM; hit rate 1.7% among 300,000;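 active = mean replicate activation of at least 50% with a set share of replicates each reaching 50%; inconclusive = only one of those two conditions met; inactive = mean below 50% and too few replicates reaching it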;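 note: 0% = median of the neutral control wells and 100% = twice that signal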
HDAC3 inh = HDAC3 deacetylase inhibitors, primary screen, biochemical, fluorescence, cell-free homogeneous; Histone deacetylase 3 (Homo sapiens), O15379; recombinant HDAC3, fluorogenic peptide/trypsin coupled; inhibition, % at 8.3 µM; hit rate 0.15% among 320,000; AID 2718, 2010; in the data active = inhibition above about 26%, passing the limit was not always enough; inconclusive = no clear call, values can overlap the other calls
Target sequence (O15379 whole entry, looked up): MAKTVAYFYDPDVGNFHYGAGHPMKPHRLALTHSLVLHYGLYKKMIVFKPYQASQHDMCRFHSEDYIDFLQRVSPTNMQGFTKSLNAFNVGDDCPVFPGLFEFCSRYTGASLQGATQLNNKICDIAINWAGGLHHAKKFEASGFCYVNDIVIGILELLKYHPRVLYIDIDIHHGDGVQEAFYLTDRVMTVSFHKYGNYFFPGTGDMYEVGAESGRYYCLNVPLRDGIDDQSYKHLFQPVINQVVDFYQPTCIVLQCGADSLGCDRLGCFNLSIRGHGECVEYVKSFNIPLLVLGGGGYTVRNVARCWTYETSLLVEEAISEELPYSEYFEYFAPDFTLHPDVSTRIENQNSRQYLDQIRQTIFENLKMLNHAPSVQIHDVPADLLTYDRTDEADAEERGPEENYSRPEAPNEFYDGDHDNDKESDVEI
Platelet DG rel = inhibitors of platelet dense granule secretion, primary screen, cell-based, MLPCN, human platelets; inhibition, %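 (compounds screened at 7.5 µM in platelet-rich plasma)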; hit rate 0.22% among 300,000; human platelet-rich plasma, SFLLRN dense granule ATP release, luminescence;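 active = mean replicate score, as percent of positive control, at or above 50; inconclusive = mean below 50 but at least one replicate at or above 50; inactive = mean and every replicate below 50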
HIF act = HIF pathway transcriptional activators, primary screen, cell-based, U2OS HRE-luciferase, luminescence. hit rate 0.32% among 300,000. activation, % at 7.5 µM (by protocol). AID 1910, 2009. U2OS HRE-luciferase reporter; normalized: DMSO 0%, desferrioxamine 100%;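 active = mean activation of at least 10% of the iron chelator positive control signal, with at least half of replicates also reaching 10%; inconclusive = mean and replicate majority disagree about reaching 10%; inactive = mean and most replicates under 10%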
HSF1 inh = HSF1 inhibitors in luciferase reporter cells, primary screen, cell-based, NIH3T3, luminescence; NIH3T3-HGL HSE-luciferase, MG132-induced, luminescence 8 h; stronger effect = lower value; activity change, negative = inhibition, % at 7.5 µM (by protocol); hit rate 0.77% among 300,000;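 active = more than half of replicate wells show activity change below -50%, luminescence cut by over half; inconclusive = some wells, but at most half, below -50%; inactive = no replicate well below -50%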;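 note: luciferase reports HSF-1 transcriptional activity via heat shock element; 0% = median of DMSO wells and -100% = zero luminescence signal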
aSyn UTR inh = MLPCN primary screen, SNCA 5' untranslated region | inhibition, % (tested at 7.5 µM) | alpha-synuclein 5'UTR reporter, inhibitor activity | hit rate 0.82% among 300,000; in the data active = inhibition above about 60%; inconclusive = no clear call, values can overlap the other calls;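 note: H4 neuroglioblastoma cells stably carrying SNCA 5'UTR luciferase fusion; 0% = DMSO wells and 100% = positive control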
KLF5 inhibitor = KLF5 expression inhibitors, primary screen, DLD-1 cells, luminescence; DLD-1 KLF5 promoter-luciferase reporter; inhibition, % at 5 µM; hit rate 0.23% among 290,000; AID 1700, 2009;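 active = inhibition above a per-plate limit of that plate's mean compound inhibition plus 3 SD, cut at about 60% in these data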;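 note: 0% = DMSO wells and 100% = LY294002 at 200 µM; higher means less KLF5 promoter-driven luciferase light; inactives centre near -14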
IEC-6 cytotox = cytotoxicity in IEC-6 intestinal epithelial cells, primary screen, cytotoxicity control for KLF5 inhibitor project, cell-based, luminescence | IEC-6 cytotoxicity, luminescence viability | inhibition, % at 5 µM | hit rate 0.78% among 290,000 | AID 1825, 2009; in the data active = inhibition above about 22%;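 note: 0% = plate median of test compound wells and 100% = cytotoxic reference compound wells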
The depositor's hits bear a star; ? = inconclusive; / = not tested or not shown.

SMILES	HSP90 refold inh	AI-2 QS mod	HSF-1 act	HDAC3 inh	Platelet DG rel	HIF act	HSF1 inh	aSyn UTR inh	KLF5 inhibitor	IEC-6 cytotox
COc1ccc(C2=NN(c3ccc(C(=O)O)cc3)C(c3ccc(OC)c(OC)c3)C2)cc1 (stereo not drawn)	19*	32	4	-233	6	0.0	2	4	16	-9
COc1ccccc1Cn1c(-c2ccccc2OC)nc2ccccc21	-1	11	-1	0	3	-0.4	7	-5	-11	6
O=C(Cc1cccc2ccccc12)Nc1cc(Cl)ccc1C(=O)O	-4	35	1	-11	-1	-2.1	3	-2	-4	-8
Cc1ccccc1-n1ccnc1SCC(=O)NC1CCCC1	-5	14	-7	2	-7	-0.8	2	2	-6	-6
Cc1c(N2C(=O)/C(=C3\C(=O)N(CC(=O)O)c4ccccc43)SC2=S)c(=O)n(-c2ccccc2)n1C	-3	-1	-47	9	-1	0.0	-29	5	4	4
Cc1ccc(-n2nc3c(n2)/C(=N/O)CC/C3=N\O)cc1	1	29	34	-4	9	2.8	20	-89	53	8
COc1ccc(/C=C(\C#N)C(=O)OCC(=O)NC(=O)NCCC(C)C)cc1	-1	4	-4	6	-3	-0.2	-4	2	-18	0
OCC1(Cc2ccccc2)CCN(Cc2ccc(-c3ccco3)cc2)CC1	0	7	-30	3	3	-0.7	-7	-3	-13	2
Cc1ccc(-n2c(C)cc(C)c(C#N)c2=O)cc1C	-3	2	-21	-2	-9	0.0	-6	-31	-7	-1
C/C(=C\C(=O)c1ccc(Br)cc1)NNC(=O)c1ccc(O)cc1	6	3	11	8	-4	-0.6	-2	-3	-45	5
CCN1C(=O)/C(=C/c2ccc(N3CCCC3)cc2)NC1=S	-7	6	8	15	5	0.7	3	3	-7	-2
Cc1ccc(C(CCN(Cc2ccccc2)C(=O)c2ccco2)c2ccco2)cc1 (stereo not drawn)	-3	14	36	-1	7	-0.2	12	-26	-24	5
O=C(COc1cccc(Oc2ccccc2)c1)Nc1ncccn1	0	-21	/	-2	3	0.3	/	9	6	-11
O=C(COC(=O)c1cn(-c2ccccc2)nc1-c1ccc(F)cc1)Nc1ncc(Cl)cc1Cl	5	-4	-4	2	0	0.3	1	-14	-7	2
CC1CCN(C(=O)c2ccc(NS(C)(=O)=O)cc2)CC1	6	27	5	-4	4	0.2	2	-2	15	7
COC(=O)CCC(=O)OC1(C)C(=O)C=C2C=C(C3CC3)N(Cc3ccc4c(c3)OCO4)C=C2C1=O (stereo not drawn)	/	40	3	0	0	-0.9	0	18	/	/
O=C(CCNC(=O)Cn1ccc2ccccc2c1=O)NCCCN1CCN(c2ccccc2F)CC1	-3	-4	-29	0	-5	-36	-12	21	-17	0
O=C1NC2(CCCCC2)Cc2ccccc21	4	18	10	-4	-9	0.1	5	-13	14	-14
Cc1ccc(-c2cc(C(=O)OCC(=O)Nc3ncc(C(F)(F)F)cc3Cl)c3ccccc3n2)cc1	1	15	-2	-5	1	-0.3	-1	21	-22	-6
O=C1NC2(CCCC2)N=C1c1ccc(Cl)cc1	-5	15	3	1	1	0.3	9	-48	-28	0
CNS(=O)(=O)c1cccc(C(=O)OCC(=O)c2c(N)n(C)c(=O)n(C)c2=O)c1	5	8	21	1	-3	-1.8	1	4	-8	7
COc1ccc(S(=O)(=O)N2CCN(C(=O)c3ccco3)CC2)cc1C(C)(C)C	2	-4	6	1	0	0.1	1	14	-16	-2
Cc1ccc(C(=O)NC(N2CCCC2)C(Cl)(Cl)Cl)cc1 (stereo not drawn)	-3	14	-11	1	1	-0.3	0	-13	-12	2
COC(=O)CSc1ncnc2c(C)csc12	-1	29	-1	4	-1	-0.6	6	8	1	-5
CC(/C=N/n1c(-c2cccnc2)n[nH]c1=S)=C\c1ccccc1	0	25	11	6	-4	0.2	-4	16	-12	-4

Other compounds:
SMILES	HSP90 refold inh	AI-2 QS mod	HSF-1 act	HDAC3 inh	Platelet DG rel	HIF act	HSF1 inh	aSyn UTR inh	KLF5 inhibitor	IEC-6 cytotox
Oc1ccccc1-c1nc(/C=C/c2ccccc2)nn1-c1ccccc1	4	-1	20	1	8	0.7	11	-23	-15	6
CC(C)C[C@@H]1NC(=O)[C@H](CO)NC(=O)c2cc([N+](=O)[O-])cc(I)c2OCC[C@@H](C(N)=O)NC1=O	4	/	/	1	/	/	/	/	-20	-4
Cc1ccc(S(=O)(=O)NCC(=O)OCC(=O)N(C)C2CCS(=O)(=O)C2)cc1 (stereo not drawn)	/	-7	0	-3	-17	-0.2	-4	-6	/	/
COc1ccccc1CNC(=O)c1ccccc1NS(C)(=O)=O	-3	26	14	/	12	-0.3	-8	17	-51	2
COc1ccc(S(=O)(=O)Nc2cc(C(=O)NCCCN3CCOCC3)ccc2N2CCOCC2)cc1	-5	23	-19	-1	2	-0.8	-17	-7	-31	0
CC(C)=CCc1c(O)ccc2c1OC(c1ccc(O)c(O)c1)CC2=O (stereo not drawn)	1	-9	33	5	1	-1.2	22	35	-6	2
O=C(NC(=S)NCc1nc2ccccc2[nH]1)c1ccc(F)cc1	5	29	41	7	0	3.4	14	-119	-15	2
COc1ccc(OC)c(C2=NS(=O)(=O)N(C)C(C(=O)Nc3cccc(C(C)=O)c3)=C2)c1	-3	11	-6	2	-4	-0.3	0	-7	-8	-1
Cc1cccc(/C=N\Nc2nnc(-c3ccccc3)c(=O)[nH]2)c1	1	1	10	-8	0	-0.3	3	-19	-13	10
COc1cc([N+](=O)[O-])ccc1NC(=O)CCCOc1cc(C)ccc1C	1	18	0	4	3	0.1	-3	0	-35	-1
CCOc1cccc(/C(O)=C2/C(=O)C(=O)N(CCOC)C2c2ccncc2)c1 (stereo not drawn)	0	31	1	?	1	-0.6	-9	-9	-1	-2
CCn1c(NC(=O)c2ccc(C)cc2)c2ccccc2nc1=O	-2	-17	-11	4	-2	-0.1	0	12	-12	2
COc1ccccc1N1CCN(CCCCOc2cccc3ccccc23)CC1	5	25	-13	8	3	-4.7	-5	-8	-14	-2
CC(C)CCN1CCN(Cc2nc3ccccc3s2)CC1CCO (stereo not drawn)	3	11	2	-3	2	-0.5	0	23	9	-10
COc1ccc(N2CCN(CC(=O)Nc3sccc3C#N)CC2)cc1	3	13	-19	-1	-6	-0.1	1	27	-14	-8
O=C(Nc1ccc2[nH]ncc2c1)c1ccccc1Cl	2	15	-74	-2	20	-28	-67*	-34	-3	-9
CCCc1cc(=O)[nH]c(/N=C(/NC(=O)C(C)N2C(=O)c3ccccc3C2=O)Nc2ccccc2)n1 (stereo not drawn)	0	22	5	6	-1	0.0	-3	10	-22	3
O=C(NCc1ccc(F)cc1)C1CCCN(C(=O)NCc2ccccc2)C1 (stereo not drawn)	-6	16	-24	8	0	-0.3	4	10	-29	-6
COc1ccc(C(=O)NC2(C(F)(F)F)C(=O)N(Cc3ccco3)C3=C2C(=O)CC(C)(C)C3)cc1OC (stereo not drawn)	1	2	-9	3	-1	-0.5	-8	6	-9	0
CN1CCN(c2ccc(S(=O)(=O)N3CCCCC3)cc2NC(=O)c2cccc([N+](=O)[O-])c2)CC1	3	-3	7	-1	-1	0.0	-4	-20	-17	2
CCNC(=O)CCC(=O)Nc1cc(Cl)ccc1C	-2	2	-3	-11	8	-0.4	-7	-16	6	-1
Cc1ccc(-c2nnc(SCC(=O)NNC(=O)COc3cccc(C)c3)n2C)cc1	-1	2	2	-1	0	0.4	-7	16	-25	-10
C/C(=N\Nc1ccc(F)cc1F)c1ccccc1O	-3	/	-11	6	10	4.5	-9	-104	-31	1
COc1ccc(N(CC(=O)Nc2ccccc2C(N)=O)S(=O)(=O)c2ccc(C)c([N+](=O)[O-])c2)cc1	4	25	0	8	5	1.0	17	-51	-40	-6
CC1=Nc2cccc3cccc(c23)N1C	15	13	3	1	10	-0.3	1	4	-8	-12

The listing continues:
SMILES	HSP90 refold inh	AI-2 QS mod	HSF-1 act	HDAC3 inh	Platelet DG rel	HIF act	HSF1 inh	aSyn UTR inh	KLF5 inhibitor	IEC-6 cytotox
Nc1ccc2c(c1)Nc1ccccc1CC2	0	13	32	6	-3	1.4	6	-53	-18	6
O=C1c2ccccc2C(=O)N1CC1c2ccccc2CCN1S(=O)(=O)c1cnc[nH]1 (stereo not drawn)	1	17	4	-1	-4	1.3	-4	11	-28	-2
O=C(Nc1ccc(O)c2c(=O)cc(-c3ccccc3Cl)oc12)c1cccc(Cl)c1	-2	11	3	2	-4	0.0	-4	-17	-29	0
CCOc1nc(-c2ccc(C)cc2)ccc1-c1noc(COC)n1	1	26	-7	2	-4	0.6	6	-6	-4	8
CN(C)S(=O)(=O)c1cccc(NC(=O)CN2C(=O)C3C4C=CC(C4)C3C2=O)c1 (stereo not drawn)	-4	5	-6	5	-7	-0.6	8	2	-22	4
O=C(Nc1ccccc1)c1ccc2snnc2c1	2	5	6	-10	-6	0.9	4	-79	-34	-5
Cc1ccccc1N(CC(=O)N1CCc2ccccc2C1)S(C)(=O)=O	-1	16	-18	0	2	-0.5	-7	7	-5	4
Cc1ccc(-c2ccc(/C=N/NC(N)=S)o2)cc1	2	-87*	24	-5	20	2.9	21	-45	4	-7
Nc1nc(CN2CCN(c3cccc(Cl)c3)CC2)nc(N2CCCc3ccccc32)n1	0	39	-5	-2	10	-0.6	-5	-19	-37	0
Cc1ccnc(NS(=O)(=O)c2ccc(NC(=O)CCc3ccccc3)cc2)n1	3	-7	-24	-2	-1	-0.8	-9	21	-7	8
CCOc1ccc(NC(=O)NCCCN2CCCC2)cc1	-2	30	7	-4	4	-1.6	-1	-6	-27	-6
CC(=O)Nc1ccc(S(=O)(=O)N(C)CC(=O)NC2=NCCS2)cc1	3	-4	28	-14	1	-0.3	-2	8	-26	-3
Cc1ccccc1N1C(=O)CC(c2c[nH]c3ccccc23)C1=O (stereo not drawn)	3	9	-23	/	10	-0.2	5	-16	-6	2
O=C(CCc1ccccc1)Nc1cc(C(F)(F)F)ccc1Cl	-3	12	8	8	0	-0.5	-5	-12	-17	-1
O=C(Nc1ccccc1)Nc1ccc(Oc2cccnc2)nc1	8	16	37	5	-1	1.4	5	-105	-17	6
O=C(COC(=O)CNS(=O)(=O)c1ccc(F)c(F)c1F)NC1CC1	/	14	-2	-3	/	-0.7	-4	-11	/	/
COc1cc2c(cc1OC)-c1cc(Nc3cccc(F)c3)nc(=O)n1CC2	-1	13	8	/	71*	-0.3	-4	44	14	5
Cc1ccc(C(=O)N/C(N)=N/c2nc3ccccc3o2)cc1	-3	16	19	3	1	1.4	10	-114	-30	0
Cc1ccc2c(c1)C=CC(C)(C)S2(=O)=O	-1	5	2	-8	-1	0.8	-3	13	-34	-4
